# GALK inhibitor – qHTS Assay for Inhibitors of Human Galactokinase (GALK) | Potency, µM (titrated, usually from 57.5 µM), inactives show at the top dose activity change, negative = inhibition, usual class: inhibitors | Purified GALK, Kinase-Glo residual ATP luminescence | 270,000 compounds, 0.007% hits; further: potency means the concentration at half of the fitted maximal effect; on the % scale 0 is the no-effect control and ±100 the full control effect
#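 Quantitative HTS: GALK 5 nM, ATP 35 uM, galactose 100 uM, 1 h room temperature, then luciferase-based ATP detection.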
# Giardia killer – Small Molecules that selectively kill Giardia lamblia: qHTS | Giardia lamblia trophozoite viability | activity change, % at 7.66 µM, hits read low | 340,000 compounds, 0.15% hits | AID 540267, 2011; in the data active means activity change below about -80%; inconclusive means between about -30% and that limit;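 further: parasites exposed to compound for two days anaerobically before the ATP read; on the % scale 0 is the no-effect control and ±100 the full control effect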
#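 Trophozoites 100 cells/well + cpd; 48 hrs, 37 deg C, anaerobic. ATPLite 1-Step added, 15-30 min RT, luminescence read (ATP-based viability).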
# KCNH2 WT inh – qHTS for Inhibitors of KCHN2 3.1: Wildtype qHTS | Voltage-gated inwardly rectifying potassium channel KCNH2 (Homo sapiens), Q12809 | U2OS, BacMam KCNH2, thallium flux FluxOr; stronger effect = lower value | activity change, % at 1.84 µM | 340,000 compounds, 0.37% hits | AID 720551, 2013;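 active means maximum activity change below -70%; inconclusive means maximum activity change between -70% and -50%; inactive means maximum activity change above -50%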; further: on the % scale 0 is the no-effect control and ±100 the full control effect
#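 U2OS cells were transduced with wild-type KCNH2 virus (2.03 x 10^8 / mL) for 4 h at room temperature, then cultured overnight at 37 C. Thallium flux was read with FluxOr dye. Rate constants were normalized to DMSO controls.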
# Menin-MLL TR inh – qHTS Assay for Inhibitors Targeting the Menin-MLL Interaction in MLL Related Leukemias: Competition With Texas Red Labeled MLL-derived Mutant Peptide. Menin + Texas Red MLL mutant peptide, fluorescence polarization. Potency, µM (top dose mostly 61.6 µM), without a hit: at the highest dose FP activity change, negative = inhibition, most hits filed as inhibitors. 270,000 compounds, 0.23% hits. AID 1768, 2009; active means well fitted inhibition curve with a large enough effect in the polarisation, with a control signal flat, not every such curve was filed as active; inconclusive means small, poorly fitted or top-dose-only effect, or effect the other way, or a change in a side signal; inactive means no such curve, though single readings can be large or run the other way; the % refers to the polarisation; further: potency means the concentration at half of the fitted maximal effect; % of control where 0% means no effect; many of its hits are not listed in these tables
# KCNH2 3.1 inh – qHTS for Inhibitors of KCHN2 3.1: Mutant qHTS. U2OS KCNH2 3.1, thallium flux FluxOr; stronger effect = lower value. 340,000 compounds, 0.95% hits. activity change, % (tested at about 1.8 µM). AID 720553, 2013. Potassium voltage-gated channel subfamily H member 2, brain isoform KCNH2 3.1 (human);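 active means maximum activity change below -70%; inconclusive means maximum activity change from -70% to -50%; inactive means maximum activity change above -50%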;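 further: thallium influx rate constant from kinetic fluorescence after stimulation buffer; on the % scale 0 is the no-effect control and ±100 the full control effect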
#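 Channel expression came from 3.1 mutant virus (1.77 x 10^8 /mL) applied to suspended U2OS cells for 4 h. Flux was tracked with FluxOr dye plus Red40 quencher, and kinetic rate constants normalized to controls.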
# PKM2 activator – qHTS Assay for Activators of Human Muscle isoform 2 Pyruvate Kinase; Pyruvate kinase PKM (Homo sapiens), P14618; purified PKM2, Kinase-Glo ATP luminescence, activation; response scale: 0% is enzyme alone, no compound; Potency, µM (highest dose often 57.5 µM), for the others: top-dose activation, actives largely listed as activators; 260,000 compounds, 0.34% hits; further: potency means the concentration at half of the fitted maximal effect; on the % scale 0 is the no-effect control and ±100 the full control effect; nearly all actives have a fitted effect of over 55% in size
#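 Purified hPK-M2 (>95% pure) converted ADP (0.1 mM final) to ATP with 0.5 mM PEP in 50 mM imidazole pH7.2, KCl, MgCl2, Tween 20, BSA; 1 h at room temperature. ATP detected by Kinase-Glo luminescence.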
# CXXC DNA block – qHTS Fluorescence Polarization Assay for Inhibitors of MLL CXXC domain - DNA interaction; Histone-lysine N-methyltransferase 2A (Homo sapiens), Q03164; MLL-CXXC / FITC-HOXA9 DNA fluorescence polarization; Potency, µM (series often up to 115 µM), without a hit: at the highest dose activity change, negative = inhibition, actives largely listed as inhibitors; 290,000 compounds, 0.037% hits; active means well fitted inhibition curve with a large enough effect in the polarisation, with a control signal flat, not every such curve was filed as active; inconclusive means small, poorly fitted or top-dose-only effect, or effect the other way, or a change in a side signal; inactive means no such curve, though single readings can be large or run the other way; the % refers to the polarisation; further: potency means the concentration at half of the fitted maximal effect
#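 Steps: dispense CXXC domain solution (7 uM) → pin compounds or unlabeled HOX-A9 DNA control → 5 min ambient → add FLSN-HOX-A9 solution (50 nM) → spin → 30 min ambient → fluorescence polarization. Tris pH 7.5/NaCl/DTT/BSA buffer.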
# B2AR arrestin – qHTS assay of beta-arrestin-biased ligands of beta2-adrenergic receptor. Potency, µM (top dose mostly 46.1 µM), inactives show top-dose activation, hits mostly activators. 330,000 compounds, 0.02% hits. AID 492947, 2010. beta-arrestin recruitment to beta2AR, cell-based reporter;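 further: potency means the concentration at half of the fitted maximal effect; 0% = DMSO controls and full agonism = EC100 isoproterenol or metaproterenol; nearly all actives have a fitted effect of over 65% in size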
# Target sequence (P07550 whole entry, looked up): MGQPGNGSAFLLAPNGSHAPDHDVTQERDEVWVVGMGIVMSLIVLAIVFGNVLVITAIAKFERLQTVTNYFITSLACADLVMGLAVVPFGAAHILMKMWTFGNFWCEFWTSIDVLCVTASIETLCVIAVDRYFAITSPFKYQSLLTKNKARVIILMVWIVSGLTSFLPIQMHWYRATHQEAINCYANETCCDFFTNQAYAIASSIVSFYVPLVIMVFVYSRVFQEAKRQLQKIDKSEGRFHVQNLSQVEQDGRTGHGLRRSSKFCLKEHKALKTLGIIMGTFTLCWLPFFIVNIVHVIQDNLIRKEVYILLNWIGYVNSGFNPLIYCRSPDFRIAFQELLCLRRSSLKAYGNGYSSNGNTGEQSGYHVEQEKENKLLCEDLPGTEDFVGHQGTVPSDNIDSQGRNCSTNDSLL
# TRPV1 ag – HTS Assay for Compounds that Act as Agonists of the Vanilloid Receptor 1; 320,000 compounds, 0.19% hits; AID 540275, 2011; activation, % at 8.33 µM; Transient receptor potential cation channel subfamily V member 1 (Homo sapiens), Q8NER1; TRPV1-expressing cells, Fluo-8 calcium influx, agonist mode; in the data active means activation above about 80%; inconclusive means between about 30% and that limit; further: 0% is about no effect
#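 Cells expressing TRPV1 were dye-loaded with Fluo-8 and read kinetically: 10 s baseline, 3 min after compound (agonist portion), then 2 min after EC20 capsaicin (allosteric enhancer portion). Calcium-bound dye fluorescence at 480/520 nm.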
# Coupling enz – qHTS Assay for Inhibitors of Fructose-1,6-bisphosphate Aldolase from Giardia Lamblia: Coupling assay counterscreen | coupling enzyme system counterscreen, AmpLite Red fluorescence | 290,000 compounds, 0.67% hits | activity change, negative = inhibition, % at 58.2 µM, hits read low | AID 2472, 2010; in the data active means activity change below about -30%; further: on the % scale 0 is the no-effect control and ±100 the full control effect
#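 Fluorescence at 525 nm excitation and 598 nm emission measured inhibition of the coupled detection system without aldolase. Compounds (at 57.5 uM final) were preincubated 10 min at room temperature with coupling enzyme reagent before a 20 min substrate/AmpLite Red step.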
# USP2a block – qHTS Assay for Inhibitors of Ubiquitin-specific Protease USP2a Using CHOP2 as the Reporter; USP2 core, Ub-CHOP2 coupled fluorogenic reporter, 485/531; AID 463254, 2010; 330,000 compounds, 0.01% hits; Ubiquitin carboxyl-terminal hydrolase 2 (Homo sapiens), O75604; Potency, µM (doses to about 38.3 µM), inactives show at the top dose activity change, negative = inhibition, usual class: inhibitors;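 further: potency means the concentration at half of the fitted maximal effect; plate controls were DMSO wells for no effect and full inhibition by NEM control for full effect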
# Target sequence (O75604 whole entry, looked up): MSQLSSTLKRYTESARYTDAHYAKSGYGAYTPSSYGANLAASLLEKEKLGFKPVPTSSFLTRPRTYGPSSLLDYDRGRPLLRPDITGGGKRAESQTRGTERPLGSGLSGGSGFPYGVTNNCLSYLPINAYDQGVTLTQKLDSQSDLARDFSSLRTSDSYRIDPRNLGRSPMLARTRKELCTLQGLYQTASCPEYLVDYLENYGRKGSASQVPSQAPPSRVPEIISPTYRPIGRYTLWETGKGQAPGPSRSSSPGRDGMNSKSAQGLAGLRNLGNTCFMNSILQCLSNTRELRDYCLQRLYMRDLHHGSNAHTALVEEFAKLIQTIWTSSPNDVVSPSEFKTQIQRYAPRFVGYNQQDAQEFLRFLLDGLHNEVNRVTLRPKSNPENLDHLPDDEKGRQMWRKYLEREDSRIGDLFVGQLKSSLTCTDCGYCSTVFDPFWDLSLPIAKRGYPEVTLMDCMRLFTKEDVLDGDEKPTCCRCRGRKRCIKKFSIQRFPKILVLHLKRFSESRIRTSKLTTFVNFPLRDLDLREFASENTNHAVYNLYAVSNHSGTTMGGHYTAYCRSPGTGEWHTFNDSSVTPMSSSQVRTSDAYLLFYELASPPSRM
#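 USP2 core (10nM final) preincubated 30min RT with compound in 20mM Tris-HCl pH 8.0, 2mM CaCl2, 2mM beta-mercaptoethanol, 0.05% CHAPS; 25nM Ub-CHOP2 plus 25nM reporter substrate added, fluorescence (Ex485/Em531) read after 60min.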
# Starred values were filed as active, the others as inactive; i = inactive; ? = inconclusive; / = no result given; [ ] = dose if it differs, or a comment. Unless noted, the call rests on the fitted dose curve; in most records, active means well fitted curve in the direction sought with a large enough effect; inconclusive means small, poorly fitted or top-dose-only effect, or another doubt; inactive means no such curve, though single readings can be large; an effect the other way counts as inactive or inconclusive. The list is partial (hit frequency here may not be typical).
SMILES	GALK inhibitor	Giardia killer	KCNH2 WT inh	Menin-MLL TR inh	KCNH2 3.1 inh	PKM2 activator	CXXC DNA block	B2AR arrestin	TRPV1 ag	Coupling enz	USP2a block
CSc1cccc(-c2nnc(NC(=O)c3cccc(N4C(=O)CCC4=O)c3)o2)c1	/	1	-1	/	13	/	/	-0.2%	-6	/	2%
Cc1c(C(=O)Oc2cccc3ccccc23)cnn1-c1ccccc1	0%	21	-5	/	2	0%	-4%	0.0%	0	1	0%
CCc1ccc2oc(=O)cc(CN3CCN(c4ccc(F)cc4)CC3)c2c1	3%	-1	19	-27%	-32	0%	8%	-1.0%	11	2	0%
CC(C)(C)OC(=O)N/N=C\C=C\c1ccc2c(c1)OCO2	3%	-11	-26	1%	1	2%	9%	-0.2%	2	-1	2%
Cc1ccc(C)c(OCCC(=O)OCC(=O)Nc2cc(S(=O)(=O)N3CCOCC3)ccc2C)c1	/	41[activator]	22	/	-2	/	/	-0.1%	9	/	2%
COc1cc(CC(=O)N2CCN(C(=O)C3CCCO3)CC2)cc(OC)c1OC (stereo not given)	/	2	-5	/	6	/	/	2.8%	/	/	3%
C=CCn1c(C(C)NC(=O)C(C)(C)C)nc2ccccc21 (stereo not given)	-2%	-14	4	-4%	15	-5%	0%	-0.3%	3	3	0%
Cn1c(=O)[nH]c(=O)c2c1nc(N1CCCCCC1)n2CCN1CCCCCC1	-1%	4	-1	-6%	-2	0%	-1%	-0.5%	9	3	-2%
CCOc1ccc(-n2c(Cc3ccccc3)nnc2SCc2c(C)noc2C)cc1	-1%	0	-2	?	-7	-5%	?	0.4%	11	6	0%
Cn1c(N)c(S(=O)(=O)N2CCN(Cc3ccccc3)CC2)c(=O)n(C)c1=O	6%	-14	i	-5%	-3	0%	24%	0.1%	3	4	2%
CCC(CC)c1nnc(NC(=O)C23CC4CC(CC(NC(C)=O)(C4)C2)C3)s1	-3%	3	0	-20%	4	-6%	40%[activator]	0.1%	11	0	-1%
COc1ccc(N2Cc3ccccc3/C2=N\C(=O)Nc2ccccc2)cc1	0%	0	2	-8%	-2	/	5%	0.1%	7	0	4%
CCC(C)NC(=O)CC1Oc2ccc(C)cc2NC1=O (stereo not given)	2%	1	1	6%	10	0%	2%	-0.1%	-1	0	1%
O=C(COc1ccc2oc(-c3ccccc3)cc(=O)c2c1)NCc1ccco1	5%	-14	-4	0%	-17	3%	-1%	0.1%	2	0	1%
Fc1cccc(CNC2CCN(CCc3ccccc3)CC2)c1	-4%	0	48	-15%	0	3%	8%	-0.7%	-4	1	-1%

# Next part:
SMILES	GALK inhibitor	Giardia killer	KCNH2 WT inh	Menin-MLL TR inh	KCNH2 3.1 inh	PKM2 activator	CXXC DNA block	B2AR arrestin	TRPV1 ag	Coupling enz	USP2a block
CN1CCN(C(=S)NC(=O)c2ccc(S(=O)(=O)N3CCOCC3)cc2)CC1	0%	-23	2	-10%	-5	1%	-28%	-0.4%	-3	1	1%
O=C(Oc1ccccc1Cl)c1ccc2c(=O)n3c(nc2c1)CCC3	/	-7	-2	/	10	/	/	-0.1%	0	/	4%
S=c1[nH]nc(C2CCCCC2)n1/N=C/c1cccc(Br)c1	-3%	3	-3	?	-3	/	-20%	0.5%	1	-2	2%
CCc1ccc(NC(=O)C2CCCN2C(=O)NC2CCCCC2)cc1 (stereo not given)	5%	-8	-1	/	9	/	-1%	-0.3%	-4	2	5%
CSc1ccccc1NC(=O)CSc1n[nH]c(C)c1[N+](=O)[O-]	0%	-17	-1	25%	1	2%	-4%	0.2%	0	6	4%
CCOc1ccccc1CNS(=O)(=O)c1ccc2[nH]c(=O)sc2c1	-4%	-21	-4	?	3	?	-6%	0.2%	-2	0	0%
Cc1cccc(/C=C(\C(=O)O)c2ccc(S(=O)(=O)N3CCCC3)s2)c1	/	3	4	/	10	/	/	0.5%	/	/	0%
O=C(/C=C/c1ccccc1[N+](=O)[O-])Nc1cccc(S(=O)(=O)NC2=NCCCCC2)c1	/	-18	3	/	5	/	/	-1.2%	/	/	4%
CCc1ccc(NC(=O)c2cnc(N3CCN(c4ccccn4)CC3)c3ccccc23)cc1	-1%	2	4	-18%	-33	-3%	7%	-0.1%	5	-6	1%
Cc1ccccc1-n1c(SCc2csc(Nc3ccccc3)n2)nnc1-c1cccnc1	0%	10	5	7%	-6	1%	7%	5.2%	22	3	1%
O=C(CNC(=O)c1ccccc1Cl)c1ccccc1	8%	?	-1	12%	-5	-5%[11.5 µM]	1%	0.2%	0	0	0%
O=C1OC(C(=O)NCc2ccccc2)Cc2ccccc21 (stereo not given)	5%	-27	14	7%	5	-10%	-3%	-0.4%	2	-2	4%
O=C(CCc1nc2ccccc2c(=O)[nH]1)Nc1ccccc1N1CCCC1	/	-1	-4	/	1	/	/	0.4%	-3	/	0%
CCN(CC)CCCNC(=O)CCc1ccccc1	-2%	-2	7	12%	-3	-7%	22%	0.0%	5	1	0%
O=C(CCNS(=O)(=O)c1ccc(Cl)cc1)OCC(=O)c1ccc[nH]1	5%	13	8	/	1	-2%	-3%	-0.2%	3	-2	1%

# Shown with values under each structure: entries from further up.
# Screens in order – GALK inhibitor | Giardia killer | KCNH2 WT inh | Menin-MLL TR inh | KCNH2 3.1 inh | PKM2 activator | CXXC DNA block | B2AR arrestin | TRPV1 ag | Coupling enz | USP2a block
> O=C(CCc1nc2ccccc2c(=O)[nH]1)Nc1ccccc1N1CCCC1
  / | -1 | -4 | / | 1 | / | / | 0.4% | -3 | / | 0%
> O=C1OC(C(=O)NCc2ccccc2)Cc2ccccc21 (stereo not given)
  5% | -27 | 14 | 7% | 5 | -10% | -3% | -0.4% | 2 | -2 | 4%

# (list continues)
SMILES	GALK inhibitor	Giardia killer	KCNH2 WT inh	Menin-MLL TR inh	KCNH2 3.1 inh	PKM2 activator	CXXC DNA block	B2AR arrestin	TRPV1 ag	Coupling enz	USP2a block
COC(=O)c1[nH]c2cccc(Cl)c2c1NC(=O)CN1CCCCC1C (stereo not given)	4%	1	-11	-1%	-3	1%	12%	-0.2%	-4	3	-1%
COC(=O)CSc1nnc(CNC(=O)Cc2ccccc2)n1C	0%	9	-3	-2%	-8	4%	-9%	0.3%	3	3	1%
Cc1ccc(NC(=S)N(CCCN2CCC(C)CC2)Cc2ccco2)cc1	8%	-10	8	-15%	0	2%	1%	-0.2%	1	4	2%
COc1ccccc1NC(=O)CSc1nnc(C)n1CCc1ccccc1	0%	22	-8	3%	-23	-8%	0%	-0.6%	2	-3	-6%
Cc1ccc(S(=O)(=O)N2CCCCC2)cc1C(=O)Nc1ccc2cn[nH]c2c1	3%	8	2	3%	-18	3%	17%	0.0%	-3	0	4%
Cc1cccc(OC(C)C(=O)Nc2nccs2)c1 (stereo not given)	0%	-9	1	/	-28	0%	3%	0.1%	13	/	-3%
O=C(Nc1ccc(F)cc1)c1cc(-c2ccncc2)nc2c(Cl)cccc12	1%	-10	13	/	-11	1%	-3%	-0.8%	?	/	-1%
CCOC(=O)c1nnn(-c2nonc2N)c1COc1c(C=O)cccc1OC	1%	6	2	-11%	3	-1%	0%	-0.5%	2	-1	1%
O=C(Cn1nnc(-c2ccccc2)n1)NNC(=O)c1ccco1	-1%	-3	9	3%	-9	-2%	-1%	0.2%	2	2	0%
CCCCCC(=O)OC(CN1CCCCCC1)CN1CCCC1=O (stereo not given)	0%	20	2	/	17	-12%	0%	-0.8%	7	3	-2%
COc1ccccc1CCc1nnc(CCC(=O)NCCOc2cccnc2)o1	3%	-1	-10	9%	/	-5%	-1%	-0.6%	1	0	0%

# High-throughput results deposited in PubChem by National Center for Advancing Translational Sciences (NCATS).
